High-throughput results (PubChem)
TbMetRS inhib = blocks T. brucei methionyl-tRNA synthetase activity; purified T. brucei MetRS, ATP depletion, Kinase-Glo luminescence; inhibition, % at 11.9 µM; 0.4% of 360,000 active; AID 624268;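 active means inhibition above a per-plate cutoff of the control wells' mean inhibition plus 3 SD, cut at about 5.5% in these data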;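 further: 0% = DMSO wells median and 100% = median of wells with control inhibitor compound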
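Material – parasite MetRS enzyme · Medium – HEPES-MgCl2-KCl buffer plus DTT, spermine, BSA, pyrophosphatase · Reagent – ATP, methionine and E. coli bulk tRNA substrates · Times – 15 min enzyme-compound preincubation, 2 h reaction, 10 min detection, 25 °C · Measured by – luminescence of leftover ATP · Evaluation – percent inhibition relative to median high and low control wells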
MsrA act = activators of bovine methionine sulfoxide reductase A; purified bovine MsrA, absorbance read-out; activation, % at 10.6 µM; 0.3% of 360,000 active; in the data active means activation above about 7.5%;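 further: 0% = vehicle and 100% = reference activator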
MsrA inh = bovine MsrA inhibition. 0.75% of 360,000 active. purified bovine MsrA, absorbance read-out. AID 651718. inhibition, % at 15.5 µM; in the data active means inhibition above about 4.5%;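 further: 0% = vehicle wells with enzyme and 100% = reference inhibitor wells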
MT1-MMP act inh = MT1-MMP (human) activation inhibition. AID 651647. 0.061% of 360,000 active. GFP/RFP ratio change, % at 20 µM. HT1080 RFP-PRO-GFP cells, GFP/RFP ratio fluorescence, overnight; percent of plate control window, DMSO zero. P50281;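 active means GFP/RFP ratio change of at least 30% with cell ATP level not reduced by more than half and red fluorescence within 50% of control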; further: strong numbers were not always called active
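Material: RFP-PRO-GFP reporter HT1080 cells. Dosing: single-point 20 µM compound, 1% DMSO. Controls: DMSO and RFP-L50D-GFP cell wells. Timing: cells overnight before dosing, compound overnight, 37 °C, 5% CO2. Measure: GFP/RFP fluorescence ratio.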
CendR NRP1 mod = NRP-1/CendR interaction modulation | O14786 | FAM-RPARPAR peptide binding to NRP-1, fluorescence polarization | 0.85% of 360,000 active | AID 602438 | inhibition, % at 25 µM;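 active means inhibition or corrected inhibition above about 18%, plus a signal ratio from 0.5 to 1.5, limit read from the data, passing the limit was not always enough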; further: strong numbers were not always called active
FAS-TE inh = FAS thioesterase (human) inhibition | 0.67% of 360,000 active | AID 602261 | recombinant FAS-TE, OMFH fluorogenic substrate, fluorescence endpoint | inhibition, % at 15 µM | P49327;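 active means compounds whose normalised, plate-corrected inhibition of enzyme fluorescence in the single-dose primary screen is 50% or more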;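 further: 0% = DMSO with enzyme and 100% = substrate without enzyme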
Target sequence (P49327 whole entry, looked up): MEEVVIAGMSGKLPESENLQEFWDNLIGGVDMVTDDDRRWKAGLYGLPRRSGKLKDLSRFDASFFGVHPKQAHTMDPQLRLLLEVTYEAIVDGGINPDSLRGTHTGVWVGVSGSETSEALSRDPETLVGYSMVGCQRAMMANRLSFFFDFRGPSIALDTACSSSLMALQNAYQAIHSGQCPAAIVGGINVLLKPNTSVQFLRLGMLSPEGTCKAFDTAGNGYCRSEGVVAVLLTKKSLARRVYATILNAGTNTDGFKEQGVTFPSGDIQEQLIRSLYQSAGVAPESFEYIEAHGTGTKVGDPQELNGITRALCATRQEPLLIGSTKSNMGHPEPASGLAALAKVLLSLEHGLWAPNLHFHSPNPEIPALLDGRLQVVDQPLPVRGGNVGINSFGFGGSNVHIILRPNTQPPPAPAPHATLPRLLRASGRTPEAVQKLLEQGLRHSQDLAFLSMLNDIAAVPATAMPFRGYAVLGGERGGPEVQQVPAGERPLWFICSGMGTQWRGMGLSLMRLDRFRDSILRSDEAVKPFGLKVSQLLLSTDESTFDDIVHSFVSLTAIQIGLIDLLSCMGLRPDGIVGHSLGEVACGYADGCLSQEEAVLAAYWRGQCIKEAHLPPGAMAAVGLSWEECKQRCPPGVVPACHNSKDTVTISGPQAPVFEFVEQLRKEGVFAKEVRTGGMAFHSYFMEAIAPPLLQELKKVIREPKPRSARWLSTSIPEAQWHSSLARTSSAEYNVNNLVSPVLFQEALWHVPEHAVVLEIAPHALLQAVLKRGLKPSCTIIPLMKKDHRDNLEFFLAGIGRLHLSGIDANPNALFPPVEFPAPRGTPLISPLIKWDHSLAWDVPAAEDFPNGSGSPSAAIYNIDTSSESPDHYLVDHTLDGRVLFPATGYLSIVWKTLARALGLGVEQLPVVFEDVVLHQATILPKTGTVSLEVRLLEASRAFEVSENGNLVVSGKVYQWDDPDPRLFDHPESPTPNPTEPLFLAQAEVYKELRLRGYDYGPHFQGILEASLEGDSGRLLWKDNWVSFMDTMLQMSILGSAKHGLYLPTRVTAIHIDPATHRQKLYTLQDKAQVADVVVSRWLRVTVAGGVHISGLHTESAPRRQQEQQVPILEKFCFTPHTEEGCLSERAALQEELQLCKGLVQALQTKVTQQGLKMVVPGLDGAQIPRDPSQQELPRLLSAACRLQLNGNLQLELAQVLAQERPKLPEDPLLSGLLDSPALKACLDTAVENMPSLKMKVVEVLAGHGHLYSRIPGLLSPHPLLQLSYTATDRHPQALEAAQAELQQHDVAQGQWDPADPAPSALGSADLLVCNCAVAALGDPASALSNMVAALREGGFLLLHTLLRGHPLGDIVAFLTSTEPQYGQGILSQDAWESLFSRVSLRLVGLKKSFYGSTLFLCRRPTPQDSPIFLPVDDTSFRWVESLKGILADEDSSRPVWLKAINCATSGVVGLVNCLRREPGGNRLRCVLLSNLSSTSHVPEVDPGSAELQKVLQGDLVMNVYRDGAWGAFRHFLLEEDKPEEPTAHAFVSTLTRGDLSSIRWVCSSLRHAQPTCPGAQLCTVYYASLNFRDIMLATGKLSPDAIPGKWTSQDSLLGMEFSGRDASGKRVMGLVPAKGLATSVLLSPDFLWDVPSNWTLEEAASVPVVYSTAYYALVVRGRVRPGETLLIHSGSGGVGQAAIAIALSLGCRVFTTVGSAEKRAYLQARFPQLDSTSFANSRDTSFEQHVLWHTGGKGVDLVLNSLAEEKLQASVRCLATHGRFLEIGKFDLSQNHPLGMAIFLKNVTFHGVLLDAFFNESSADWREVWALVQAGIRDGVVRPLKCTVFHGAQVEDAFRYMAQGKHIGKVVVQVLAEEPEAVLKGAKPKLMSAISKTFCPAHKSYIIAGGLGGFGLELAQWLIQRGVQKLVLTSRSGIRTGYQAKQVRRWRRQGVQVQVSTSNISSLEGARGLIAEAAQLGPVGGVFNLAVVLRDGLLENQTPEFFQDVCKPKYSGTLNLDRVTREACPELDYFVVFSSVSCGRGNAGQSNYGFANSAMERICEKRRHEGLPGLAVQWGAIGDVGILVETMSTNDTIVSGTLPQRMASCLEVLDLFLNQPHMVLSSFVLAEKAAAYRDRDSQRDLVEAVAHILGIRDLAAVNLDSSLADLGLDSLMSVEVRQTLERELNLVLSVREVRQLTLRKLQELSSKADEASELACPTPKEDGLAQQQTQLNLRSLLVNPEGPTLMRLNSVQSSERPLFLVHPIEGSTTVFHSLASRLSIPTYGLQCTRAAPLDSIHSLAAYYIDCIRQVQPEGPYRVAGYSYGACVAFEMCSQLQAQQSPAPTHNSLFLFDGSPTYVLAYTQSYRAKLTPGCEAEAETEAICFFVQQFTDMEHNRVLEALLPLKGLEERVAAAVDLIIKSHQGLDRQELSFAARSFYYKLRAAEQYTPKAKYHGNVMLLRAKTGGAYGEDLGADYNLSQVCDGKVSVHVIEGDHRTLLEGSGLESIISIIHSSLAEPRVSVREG
SKN-1 inh = C. elegans SKN-1 inhibition. C. elegans VP596 Pgst-4::GFP/RFP ratio, acrylamide-induced, 24 h. inhibition, % at 21.8 µM. 0.49% of 360,000 active;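 active means interference check ratio from 0.5 to 1.5 plus GFP to RFP signal ratio inhibition reaching or exceeding a fixed threshold, cut at about 30% in these data, passing the limit was not always enough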; further: some compounds called inactive have numbers as strong as hits
PABP1 MLLE inh = blocks PAM2 peptide binding to the PABP1 MLLE domain | 0.36% of 360,000 active | AID 588489 | GST-MLLE / FITC-PAM2 fluorescence polarization | inhibition, % at 20 µM | P11940; in the data active means inhibition above about 35%, passing the limit was not always enough;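 further: plate controls were DMSO wells with GST-MLLE for no effect and wells lacking GST-MLLE protein for full effect; some results filed as inactive read as strong as hits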
eLon inh = inhibits E. coli Lon protease; P0A9M0; purified E. coli Lon protease, fluorescence polarization; inhibition, % at 7.94 µM; 0.42% of 360,000 active; AID 602123; in the data active means inhibition above about 13%, passing the limit was not always enough;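 further: 0% = enzyme with probe and DMSO and 100% = no enzyme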
Active calls of the source: *; / = not tested or not shown. Compounds as they come; any-hit rate near 4%.

Below each compound: TbMetRS inhib	MsrA act	MsrA inh	MT1-MMP act inh	CendR NRP1 mod	FAS-TE inh	SKN-1 inh	PABP1 MLLE inh	eLon inh
1: O=C(CN1C(=O)COc2ccccc21)Nc1ccccc1F
    -0.3	-1	0.3	-1	8	-4	2	-8	2
2: COc1ccc(NC(=O)C2C3C=CC(O3)C2C(=O)NCc2cccnc2)cc1 (stereo not given)
    0.0	-4	-0.3	1	-6	-4	1	-4	-4
3: COc1ccccc1NS(=O)(=O)c1ccc(C)c(C(=O)NCc2cccnc2)c1
    -0.1	0	-0.5	-1	-5	-4	18	11	-2
4: Cn1ccnc1Sc1ccc(C=O)cc1[N+](=O)[O-]
    -0.1	-6	2.2	-1	-12	2	-11	9	4
5: COC(=O)[C@]1(C)N[C@H](c2ccc(-c3ccccc3)cc2)[C@@H]2C(=O)N(C)C(=O)[C@@H]21
    0.3	0	2.3	8	-2	-1	12	-7	-8
6: O=C(CSc1nnc(-c2ccc(F)cc2)o1)N1CCN(C(=O)c2ccco2)CC1
    -2.0	-8	0.6	-3	-4	-5	-3	5	-11
7: O=C(NNc1cc(Cl)ccc1Cl)c1cccnc1Cl
    0.0	-3	0.2	-3	7	-2	5	-16	3
8: CCOc1ccc(Oc2ccc(S(=O)(=O)N3CCOCC3)cc2NC(=O)CCNC(C)=O)cc1
    -0.3	-5	1.4	1	7	-5	12	-39	0
9: CCCCN(C)CCNC(=O)CN1C(=O)CSc2ccc(S(=O)(=O)N3CCCCC3)cc21
    -0.2	-4	0.1	-5	2	-4	9	1	-6
10: Cc1ccccc1C1CCCN(Cc2nc(C3CC3)no2)C1 (stereo not given)
    -0.2	-1	-0.6	-5	-8	4	6	1	-1
11: COC(=O)C1SCC2C(=O)N(Cc3ccc(F)cc3)CC(=O)N21 (stereo not given)
    0.4	-1	-1.0	1	4	-10	7	14	-1
12: CCOc1ccc(CNC(=S)N/N=C/c2ccncc2)cc1
    0.1	-14	1.1	0	-7	31	7	25	-11
13: Cc1ccc(NS(=O)(=O)c2ccc(C(=O)NCC3CCCO3)cc2)cc1 (stereo not given)
    0.0	-2	1.7	1	5	1	2	-6	2
14: O=C(Nc1ccc2c(c1)nc1n2CCOC1)C1CCCCC1
    -0.5	1	1.9	5	11	-7	1	-4	-16
15: O=C(CN1C(=O)CSc2ccc(S(=O)(=O)N3CCOCC3)cc21)NCCCN1CCOCC1
    -0.8	-8	0.7	1	-6	-4	-5	3	5
16: NC(=NCCc1c[nH]c2ccccc12)NC(=O)c1ccc(Cl)cc1
    29*	-12	0.9	/	-5	-8	-22	-3	8
17: COc1ccccc1OCCCC(=O)NCc1ccco1
    -0.8	-2	-1.3	-5	-6	0	7	-7	9
18: COc1cc(/C=C/C(=O)OCC(=O)NCCCc2ccccc2)cc(OC)c1OC
    0.5	-2	1.0	4	-2	5	13	-11	1
19: Cc1cc(C)cc(NC(=O)C2CCCC2)c1
    -1.0	-11	0.2	2	-15	-2	-16	9	-4
20: CCOC(=O)N1CCN(c2ccc(N3C(=O)CCCC3=O)cc2[N+](=O)[O-])CC1
    0.0	-4	0.2	1	-5	-7	7	-1	10

Only FAS-TE inh and SKN-1 inh, for some of the entries so far:
No.	canonical_smiles	FAS-TE inh	SKN-1 inh
11	COC(=O)C1SCC2C(=O)N(Cc3ccc(F)cc3)CC(=O)N21 (stereo not given)	-10	7
2	COc1ccc(NC(=O)C2C3C=CC(O3)C2C(=O)NCc2cccnc2)cc1 (stereo not given)	-4	1

Profiles from above. Order of values: TbMetRS inhib, MsrA act, MsrA inh, MT1-MMP act inh, CendR NRP1 mod, FAS-TE inh, SKN-1 inh, PABP1 MLLE inh, eLon inh
`COc1ccccc1NS(=O)(=O)c1ccc(C)c(C(=O)NCc2cccnc2)c1` is entered as -0.1, 0, -0.5, -1, -5, -4, 18, 11, -2
`O=C(Nc1ccc2c(c1)nc1n2CCOC1)C1CCCCC1` is entered as -0.5, 1, 1.9, 5, 11, -7, 1, -4, -16
`Cc1ccccc1C1CCCN(Cc2nc(C3CC3)no2)C1` (stereo not given) is entered as -0.2, -1, -0.6, -5, -8, 4, 6, 1, -1
`Cc1ccc(NS(=O)(=O)c2ccc(C(=O)NCC3CCCO3)cc2)cc1` (stereo not given) is entered as 0.0, -2, 1.7, 1, 5, 1, 2, -6, 2
`Cn1ccnc1Sc1ccc(C=O)cc1[N+](=O)[O-]` is entered as -0.1, -6, 2.2, -1, -12, 2, -11, 9, 4

(more compounds)
Below each compound: TbMetRS inhib	MsrA act	MsrA inh	MT1-MMP act inh	CendR NRP1 mod	FAS-TE inh	SKN-1 inh	PABP1 MLLE inh	eLon inh
21: Cc1ccnc(NC(=O)CNC(=O)c2ccco2)c1
    -0.2	-3	-0.5	-1	0	-8	-2	-5	-20
22: Cc1nc(C(N)=O)c(N)n1CCc1ccccc1
    0.2	-10	0.9	0	9	-6	2	-2	-2
23: CCOC(=O)Cc1c(C)nc2c(-c3ccccc3OC)c(C)nn2c1C
    -0.3	-2	-0.3	-5	5	2	28	2	-2
24: O=C1c2ccccc2C(=O)N1CCC(=O)N1CCc2ccccc21
    -0.8	-4	-1.1	1	-3	-9	5	13	-5
25: O=C(COC(=O)c1cccc(NS(=O)(=O)c2ccc(F)c(F)c2)c1)NC(=O)NC1CCCCC1
    0.5	-1	1.0	1	-10	17	-3	-28	-3
26: c1ccc(-c2nnc(OCCN3CCOCC3)c3ccccc23)cc1
    -0.1	-1	1.1	3	7	-7	18	-7	3
27: O=C1CC(N2CCN(c3ccccc3)CC2)C(=O)N1c1ccc2c(c1)OCO2 (stereo not given)
    -0.4	1	-0.2	3	-11	-5	-5	3	0
28: S=C(NCc1ccco1)Nc1cccc(Cl)c1Cl
    -0.5	-3	-0.6	1	-1	-2	-8	27	12
29: COc1ccc(C(=O)CC(=O)C(=O)Nc2cccc([N+](=O)[O-])c2C)cc1
    -0.1	-2	1.7	0	-4	1	5	8	1
30: Cc1occc1C(=O)N1CCCC(CCC(=O)NCc2ccc(F)c(F)c2)C1 (stereo not given)
    -0.9	-3	-0.4	-6	-7	0	-14	-7	7
31: COC(=O)n1c(SC)nc2ccccc21
    -1.3	-3	-0.3	-4	4	-1	12	3	-9
32: Clc1ccc(Cc2nnc(-c3cccs3)o2)cc1
    2.1	-10	0.6	11	-16	3	-1	1	1
33: Cc1c(C(=O)N2CCCC2)oc2c1-c1nn(CC(=O)NCCCOC(C)C)cc1CC2
    -0.7	-5	0.6	-1	-5	-5	3	3	9
34: O=C(CSc1ncnc2c1cnn2-c1ccccc1)Nc1ccccc1
    -0.7	3	0.9	0	-9	0	24	3	2
35: CCN(CC)S(=O)(=O)c1cc([N+](=O)[O-])ccc1N1CCC(C(N)=O)CC1
    -0.5	-4	4.5	0	5	0	-1	-11	5
36: CCOc1ccc(CN(C)CCc2ccccn2)cc1
    0.2	-4	0.8	-3	17	-1	8	12	2
37: Cc1ccc2nc(NC(=O)C3CC3C)sc2c1 (stereo not given)
    -0.3	-2	-0.6	-4	0	1	18	-2	-9
38: CNC(=S)N(CCc1c(C)[nH]c2ccc(OC)cc12)Cc1cccnc1
    -0.3	-1	0.3	2	-3	-4	-2	-120	-10
39: CC(=O)c1ccc(NC(=O)CN2C(=O)CCC2=O)cc1
    -0.3	-1	-0.4	2	-6	-2	-4	13	-9
40: Cc1cc(N2CCN(C)CC2)nc2ccc(NC(=S)N3CCOCC3)cc12
    0.2	-2	1.8	-3	0	-9	3	-60	-2

3 compounds out of the list above, arranged by the number in MsrA act, highest first:
| # | SMILES | MsrA act |
| --- | --- | --- |
| 5 | COC(=O)[C@]1(C)N[C@H](c2ccc(-c3ccccc3)cc2)[C@@H]2C(=O)N(C)C(=O)[C@@H]21 | 0 |
| 40 | Cc1cc(N2CCN(C)CC2)nc2ccc(NC(=S)N3CCOCC3)cc12 | -2 |
| 20 | CCOC(=O)N1CCN(c2ccc(N3C(=O)CCCC3=O)cc2[N+](=O)[O-])CC1 | -4 |

Next section.
Below each compound: TbMetRS inhib	MsrA act	MsrA inh	MT1-MMP act inh	CendR NRP1 mod	FAS-TE inh	SKN-1 inh	PABP1 MLLE inh	eLon inh
41: COCCCNC(=O)c1ccc(CS(=O)(=O)c2ccccc2OC)o1
    -0.5	-3	-1.0	1	1	-9	-3	-6	-4
42: CCCCCC[N+](C)(C)CC/C=C1/c2ccccc2Sc2ccc(Cl)cc21
    0.3	0	-0.7	-20	6	20	-6	-12	-2
43: O=C(CC12CCC(CC1)C2)NCc1ccc2c(c1)OCO2
    -2.3	-12	-0.6	-1	4	4	-6	2	0
44: O=C(Nc1ccc(C(F)(F)F)cc1)N1CCN(C(=O)c2ccco2)CC1
    -0.4	-8	-0.1	2	9	-4	-1	6	3
45: COC(=O)c1cc(-c2ccccc2)sc1NC(=O)CN1C(=O)c2ccccc2C1=O
    -0.4	-3	0.9	6	1	26	4	36*	-3
46: CC(C)(C)C(=O)N1CCC2CC1c1cc(-c3ccc4c(c3)OCO4)ccc12 (stereo not given)
    0.2	-2	-0.5	4	14	15	3	-8	2
47: COc1ccc(/C=C2\SC(=S)N(CC(=O)NCCO)C2=O)cc1
    0.4	-2	1.5	-1	9	-5	3	10	12
48: CCn1cc(/C=C/C(=O)Nc2c(C)nn(Cc3ccccc3C)c2C)cn1
    -1.3	-2	0.4	-3	-3	-12	6	-5	-4
49: S=C(Nc1ccc(Cl)cc1)N1CCN(C2CCCCC2)CC1
    0.2	-2	-1.8	16	-8	-3	12	-78	-3
50: COc1ccc(CCNC(=O)CSc2cn(Cc3ccccc3)c3ccccc23)cc1OC
    -0.4	0	-0.1	-3	1	23	-19	2	11
51: COc1cccc(-c2nc(CS(=O)(=O)CC(=O)NCCc3ccc(OC)c(OC)c3)c(C)o2)c1
    0.1	-4	1.2	-1	7	-4	-5	-4	-2
52: Cc1ccc(S(=O)(=O)N2CCC(C)CC2)c([N+](=O)[O-])c1
    -0.8	-14	0.5	2	-3	14	-1	9	-8
53: CCSCc1nc2ccccn2c1Br
    0.3	-2	-0.2	-3	-5	-4	9	26	2
